Source: PubChem
RXFP1 ag: activates the human relaxin receptor RXFP1. HEK293T-RXFP1 cAMP TR-FRET, 30 min; response scale: percent of porcine relaxin response, buffer zero. Potency, µM (top dose mostly 57.5 µM), for the others: at the top dose activation, hits mostly activators. hit rate 0.3% among 370,000; further: potency means the concentration at half of the fitted maximal effect; on the % scale 0 is the no-effect control and ±100 the full control effect; nearly all actives have a fitted effect of over 60% in size; many of its hits are not listed in these tables
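HEK293T cells stably expressing RXFP1 were pretreated with the PDE4 inhibitor Ro 20174, exposed to compounds for 30 min at 37C, lysed, and cAMP was read by TR-FRET. Data normalized to buffer (basal) and 29 nM porcine relaxin (100%).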
TRHR agonist: agonists of human TRH receptor; hit rate 0.18% among 360,000; TRHR cells, calcium flux fluo-8, FDSS agonist mode; P34981; activation, % at 2 µM; AID 493084; in the data active means activation above about 30%; further: 0% is about no effect
Target sequence (P34981 whole entry, looked up): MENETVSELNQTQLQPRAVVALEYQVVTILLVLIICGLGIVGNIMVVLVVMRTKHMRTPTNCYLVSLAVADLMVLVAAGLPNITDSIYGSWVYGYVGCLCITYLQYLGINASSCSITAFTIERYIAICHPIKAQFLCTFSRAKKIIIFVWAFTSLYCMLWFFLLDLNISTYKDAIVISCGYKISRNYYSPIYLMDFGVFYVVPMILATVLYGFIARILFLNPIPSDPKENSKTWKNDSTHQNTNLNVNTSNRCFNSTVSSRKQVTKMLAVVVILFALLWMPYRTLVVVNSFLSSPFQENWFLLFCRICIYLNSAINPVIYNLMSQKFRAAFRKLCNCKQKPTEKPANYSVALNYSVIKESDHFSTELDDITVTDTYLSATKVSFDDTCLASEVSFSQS
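TRHR-expressing cells loaded with fluo-8 calcium dye; 23 nL library compound pin-transferred, kinetic FDSS fluorescence (Ex 480/Em 530) recorded about 180 s for agonist-induced calcium release, before a 10 nM TRH EC20 addition for potentiator mode.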
TRHR PAM: TRH receptor (human) allosteric enhancement; TRHR cells, fluo-8 calcium fluorescence, EC20 TRH enhancement; enhancement, % at 2 µM; P34981; hit rate 0.66% among 360,000; in the data active means enhancement above about 30%; further: 0% is about no effect
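Enhancer read-out: after compound pinning and an initial kinetic agonist-mode read, an EC20 of TRH (10 nM final) was injected and fluo-8 calcium signal (Ex 480/Em 530) followed at 1 s/cycle for 100 cycles in TRHR-expressing cells.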
D1 potentiator: enhances dopamine response at the human D1 receptor; HEK293 TREx D1 cells, calcium flux, dopamine EC20 potentiation; potentiation, % at 10 µM; hit rate 0.036% among 360,000; AID 504651; in the data active means potentiation above about 30%; further: 0% is about no effect
Target sequence (P21728 whole entry, looked up): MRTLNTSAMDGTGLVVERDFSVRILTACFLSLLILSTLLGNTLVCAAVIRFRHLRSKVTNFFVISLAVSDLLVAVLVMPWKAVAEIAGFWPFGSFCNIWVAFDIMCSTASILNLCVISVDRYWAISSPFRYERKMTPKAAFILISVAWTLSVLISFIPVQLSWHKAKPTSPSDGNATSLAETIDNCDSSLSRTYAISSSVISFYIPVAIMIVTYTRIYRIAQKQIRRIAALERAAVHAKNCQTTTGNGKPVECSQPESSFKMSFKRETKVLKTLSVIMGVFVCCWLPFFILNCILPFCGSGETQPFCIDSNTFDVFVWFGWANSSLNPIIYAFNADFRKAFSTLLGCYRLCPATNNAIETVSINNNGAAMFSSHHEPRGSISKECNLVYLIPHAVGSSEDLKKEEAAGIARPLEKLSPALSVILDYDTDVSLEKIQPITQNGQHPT
D1 antagonist: antagonists of human D1 dopamine receptor; P21728; HEK293 TREx D1 cells, calcium flux, dopamine EC80; hits give low values; activity change, negative = inhibition, % at 10 µM; hit rate 3.2% among 360,000; in the data active means activity change below about -30%; further: on the % scale 0 is the no-effect control and ±100 the full control effect
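Inducible Hek293 Trex D1 cells (tetracycline, overnight, 30 C). Calcium dye 30–90 min RT. Antagonist mode: EC80 dopamine added after 180 s compound read.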
Apoferritin bind: candidate novel general anesthetic via apoferritin binding; P02791; apoferritin/1-aminoanthracene competitive binding, fluorescence; Potency, µM (top dose mostly 77.5 µM), for the others: at the highest dose activity change, negative = displacement, most hits filed as inhibitors; hit rate 0.074% among 350,000; AID 485281; further: potency means the concentration at half of the fitted maximal effect; on the % scale 0 is the no-effect control and ±100 the full control effect; nearly all actives have a fitted effect of over 20% in size
Target sequence (P02791 2-175 limits assumed): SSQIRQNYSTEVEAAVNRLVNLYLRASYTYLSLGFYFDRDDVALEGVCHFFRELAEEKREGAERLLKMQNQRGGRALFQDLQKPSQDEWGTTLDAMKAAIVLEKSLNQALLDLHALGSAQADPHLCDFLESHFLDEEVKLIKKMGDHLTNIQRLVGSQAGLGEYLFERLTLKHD
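Horse-spleen apoferritin (10 uM) was mixed with 50% saturated 1-aminoanthracene in PBS, exposed to compounds for 10 min at room temperature, and read for fluorescence (ex 380 nm, em 535 nm). Competitive displacement was fitted with a four-parameter Hill equation.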
D2 PAM: positive allosteric modulators of human D2 dopamine receptor. HEK293 T-REx D2, calcium flux, EC20 dopamine potentiation. potentiation, % at 10 µM. hit rate 0.34% among 340,000. P14416;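 active means potentiation over 3 SD above the plate norm, cut at about 30% in these data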; further: 0% is about no effect
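Cells plated with tetracycline inducer and held overnight at 30 C; calcium dye loaded 30–90 min at room temperature; baseline taken, compound added and read 180 s; EC20 dopamine then added and read 180 s.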
D1 ag: agonists of human D1 dopamine receptor; activation, % at 2 µM; P21728; hit rate 1% among 360,000; HEK293 T-REx D1 cells, calcium flux, agonist mode; in the data active means activation above about 30%; further: 0% is about no effect
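Tetracycline-induced HEK293 TREx D1 cells, force-coupled to calcium signalling, were dye-loaded with a no-wash calcium kit. Compound was pin-added after a 10 s baseline. Fluorescence was read kinetically at 1 cycle/s for 180 s, with calcium rises flagged as agonism.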
RXFP1 antag: antagonists of human relaxin receptor RXFP1; Q9HBX9; HEK293-RXFP1, relaxin-stimulated cAMP HTRF, 30 min; hits give low values; activity change, negative = inhibition, % at 57.5 µM; hit rate 0.59% among 350,000; AID 1259400;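 active means activity change of -60% or lower, but not beyond a set lower limit; inconclusive means change between -60% and -40%, or beyond the set limit; inactive means change above -40%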; further: on the % scale 0 is the no-effect control and ±100 the full control effect
* hit, by the source's call; u = inconclusive; x = not tested or not shown; [ ] = dose if it differs, or a comment. Unless noted, the call rests on the fitted dose curve; in most records, active means well fitted curve in the direction sought with a large enough effect; inconclusive means small, poorly fitted or top-dose-only effect, or another doubt; inactive means no such curve, though single readings can be large; an effect the other way counts as inactive or inconclusive. Not all compounds are listed; the hit share may differ from the screen's.

canonical_smiles,RXFP1 ag,TRHR agonist,TRHR PAM,D1 potentiator,D1 antagonist,Apoferritin bind,D2 PAM,D1 ag,RXFP1 antag
Cc1cc(C)cc(NS(=O)(=O)c2ccc3[nH]cc(C(=O)N(C)Cc4ccccc4)c(=O)c3c2)c1,1.4%,5.0,-8,-1,5,u,-9,7,3
COc1ccc(-c2nn(CCC#N)cc2/C=N/O)cc1,-2.3%,0.1,-2,0,17,-4%,1,1,3
O=C(CCN1C(=O)c2ccncc2C1=O)Nc1ccc2c(c1)OCCO2,2.6%,-1.4,-4,-5,-1,4%,x,2,15
Cc1cc(C)c(NC(=O)CSc2ccc(-c3cccnc3)nn2)c(C)c1,0.7%,0.0,-3,1,23,-7%,4,-3,1
CCCC1CC(c2csc(N)n2)CCO1 (stereo not given),0.9%,0.1,-1,-16,17,u,-2,0,-10
Cc1ccc(-c2[nH]n3c(=O)c4c(nc3c2C)CCCC4)cc1,0.6%,-1.1,-2,-5,-3,-12%,-6,1,-5
COCCn1c(N)c(N(Cc2ccccc2)C(=O)C2=COCCO2)c(=O)[nH]c1=O,3.8%,0.3,2,-5,-20,-1%,2,3,-5
Nc1cc(-c2ccc(Cl)cc2)nn1S(=O)(=O)c1cccc2nsnc12,-0.8%,-0.3,-4,-1,7,-20%,-3,1,x
O=C(Nc1ccc(S(=O)(=O)Nc2ncccn2)cc1)c1ccc(N2CCCC2=O)cc1,0.0%,-0.7,-1,-6,0,0%,7,0,-5
CCOc1ccc(S(=O)(=O)N2CCCCC2)cc1NC(=O)CC1OC(=O)c2ccccc21 (stereo not given),7.9%,0.7,-1,-1,1,x,4,1,-6
COc1ccc(-c2cc(C(=O)Nc3cccc(O)c3)on2)cc1OC,0.2%,-0.6,-3,1,8,u,5,1,2
CN1CCN(CC(=O)NC23CC4CC(CC(C4)C2)C3)CC1,0.0%,-1.3,-13,1,1,-5%,4,10,-8
Cc1ccc(-c2nnn(C(C)C(=O)N3c4ccccc4CCc4ccccc43)n2)cc1 (stereo not given),-0.7%,0.4,0,-2,5,4%,0,1,-14
COc1ccc(N2CC(O)=C(c3nc4ccccc4s3)C2=N)c(OC)c1,0.7%,0.3,11,1,-24,-17%,6,5,6
CCNc1nnc(SCC(=O)c2c(N)n(C3CC3)c(=O)[nH]c2=O)s1,-0.3%,-0.4,-8,-2,13,x,0,3,1
Cc1cccc(NS(=O)(=O)c2cc(Cl)ccc2Cl)n1,-2.7%,-0.2,18,-1,-1,-1%,17,2,-10
Cc1ccc(N(C)S(=O)(=O)c2cccc(C(=O)NCC(c3ccco3)N3CCCC3)c2)cc1 (stereo not given),0.6%,-0.3,-10,5,-8,x,-28,2,-7
Cc1cc(C)nc(/N=C(\NC(=O)C(C)(C)C)Nc2ccccc2)n1,-1.9%,0.4,-1,-6,10,-4%,-4,2,4
Cn1c(C(=O)Nc2ccccc2)cc2sccc21,1.2%,-1.0,0,-9,16,-12%,-7,0,-13
Cc1c(NC(=S)N/N=C/c2ccc(N(C)C)cc2)c(=O)n(-c2ccccc2)n1C,-0.9%,0.0,-1,6,5,77%[activator],18,-1,-20
N#CC1=C(N)N2C(=C(C#N)C13CCN(Cc1ccccc1)CC3)Nc1ccccc12,0.9%,-0.2,-3,-1,-12,-3%,-20,2,-6
COC(=O)CCCC(=O)Nc1ccc(Cl)c(Cl)c1,0.3%,-1.4,-7,-7,5,-16%,-13,7,-4
O=C(CC(C(=O)O)C1CCCO1)Nc1cccc(C(F)(F)F)c1 (stereo not given),-0.2%,-2.4,5,0,-1,-12%,9,4,-2
O=C(CSc1nnc(CCCO)n1-c1ccccc1)NCCc1ccccc1,0.6%,0.1,1,-5,-2,-3%,-8,3,7
COc1cc(NC(=S)Nc2cccnc2)cc(OC)c1OC,3.9%,0.1,15,-4,-6,-8%,-6,1,-6
Cc1ccc(CNC(=O)c2ccc(CNS(=O)(=O)c3ccc4c(c3)C(C)(C)C(=O)N4C)cc2)o1,0.0%,-0.3,2,-5,12,-22%,-20,1,x
Cc1cccc(Nc2nnc(SCC(=O)NCc3cccs3)s2)c1C,6.2%,-0.3,3,-1,1,-19%,-5,1,-17
CCCC(=O)N1CC(=O)Nc2ccc(Cl)cc2C1c1ccc(F)cc1 (stereo not given),0.9%,-0.3,-6,0,4,-11%,-3,2,-6
COc1ccc(OCCn2cnc(Cl)c2Cl)cc1,-0.6%,-0.1,-4,-7,-12,-1%,-5,1,-7
COc1ccc(C(=O)CSc2nnc(CN3CCCC3)n2-c2ccc(F)cc2)c(OC)c1,1.4%,1.0,-4,-3,21,-13%,-10,6,0
Cc1nn(CCCC(=O)NCc2ccc(F)cc2)c(=O)c2c1sc1ccccc12,13%,0.4,0,1,-2,4%,11,0,-16
CC(C)Nc1nc(N(c2ccccc2)c2ccccc2)nc(-n2ccnc2)n1,0.7%,5.3,-1,0,-3,-9%,-1,1,-3
O=C(N/N=C/c1cccc([N+](=O)[O-])c1)c1cccc(Br)c1,0.3%,0.0,-1,-4,-7,-5%,-14,2,-9
CCc1ccc(NC(=O)C(=O)NCc2ccccn2)cc1,-0.8%,-1.9,26,-2,7,-8%,8,-1,-15
CCCCC(O)(CCN1CCOCC1)c1ccc(Cl)cc1 (stereo not given),6.1%,-0.2,6,-10,-4,-6%,3,5,-13
CCn1nc(C(=O)OCC(=O)N2c3ccccc3CC2C)c2ccccc2c1=O (stereo not given),2.7%,0.3,-9,0,-4,u,1,-1,-2
CSc1nc(=O)c2c(n1C)NC(=O)CC2c1cc(F)cc(F)c1 (stereo not given),0.4%,0.5,-3,0,7,4%,3,0,0
Cc1ccccc1Nc1nc(N)nc(COC(=O)c2ccc([N+](=O)[O-])o2)n1,2.0%,0.0,3,-6,-27,x,3,0,9
CCc1ccc(Oc2nc3c(C)cccn3c(=O)c2/C=C(\C#N)c2nc3ccccc3[nH]2)cc1,0.6%,-0.5,6,-6,0,u,3,2,0
O=C1c2[nH]nc(-c3ccccc3O)c2C(c2cccc(OCc3ccccc3)c2)N1CCO (stereo not given),1.1%,1.1,3,2,-14,35%[activator],12,6,u
O=C(NCCCCc1ccccc1)Nc1cccc(F)c1,0.8%,0.3,5,-6,-23,-24%,2,10,-13
CC(c1ccco1)N(C(=O)c1ccc(Cl)s1)c1ccccn1 (stereo not given),2.2%,-0.3,2,-2,-12,-18%,-6,3,14
CC1CN(CC(=O)Nc2ccc([N+](=O)[O-])cc2Br)CC(C)O1 (stereo not given),4.9%,0.8,10,-4,-18,-6%,2,-4,6
Cc1nn(C(C)C(=O)N2CCc3ccccc3C2)c(=O)c2cc3occc3n12 (stereo not given),3.9%,-0.7,-2,4,-21,-11%,-3,2,-10
CN(C)c1ccc(Cl)cc1N,2.0%,0.3,4,-3,-8,-15%,-4,0,7

2 of the compounds above, with two lines to a compound.
Values in the order: RXFP1 ag, TRHR agonist, TRHR PAM, D1 potentiator, D1 antagonist, Apoferritin bind, D2 PAM, D1 ag, RXFP1 antag
- CCc1ccc(NC(=O)C(=O)NCc2ccccn2)cc1
    -0.8%, -1.9, 26, -2, 7, -8%, 8, -1, -15
- CCCCC(O)(CCN1CCOCC1)c1ccc(Cl)cc1 (stereo not given)
    6.1%, -0.2, 6, -10, -4, -6%, 3, 5, -13

(cont.)
canonical_smiles,RXFP1 ag,TRHR agonist,TRHR PAM,D1 potentiator,D1 antagonist,Apoferritin bind,D2 PAM,D1 ag,RXFP1 antag
CCC1(c2ccc(F)cc2)NC(=O)N(CC(=O)Nc2cccc(S(=O)(=O)N3CCCCC3)c2)C1=O (stereo not given),0.7%,1.0,5,4,10,x,10,6,-8
CC(=O)N1CCc2c(sc(NC(=O)Cc3ccc(C)cc3C)c2C#N)C1,0.6%,-0.1,-2,-12,5,-9%,-9,3,20
Cc1nnc(NC(=O)c2ccc(S(=O)(=O)N(C)c3ccccc3)cc2)s1,0.0%,-0.2,0,-9,2,x,-2,0,-19
CC(OC(=O)CN(C)S(=O)(=O)c1ccc(Cl)cc1)C(=O)Nc1ccc(N2CCOCC2)cc1 (stereo not given),0.0%,-0.3,-7,-3,-13,-13%,-6,0,4
COc1ccc(-c2nnco2)cc1OC,-0.5%,-0.5,1,-5,-14,-6%,0,3,-5
Cc1cccc(NC(=O)c2cc3c([nH]c4ccccc43)c(C)n2)c1C,0.2%,1.2,-5,-2,8,-15%,-4,2,-12
COC(=O)CCCC(=O)Nc1c(F)c(F)c(F)c(F)c1F,0.2%,1.3,10,-2,14,-16%,7,3,0
CCCCNC(=O)NNC(=O)c1ccoc1C,-3.7%,0.4,4,-2,-7,-7%,-2,0,-19
Cc1nnc2sc(-c3csc4c3CCCC4)nn12,3.9%,0.8,-4,4,4,-23%,1,4,20
CCOc1ccc2nc(NC(=O)CCC(=O)c3cccs3)sc2c1,-0.4%,0.4,2,-4,-17,-9%,9,4,-19
CCCn1cc(CN2CCc3ccc(NC(=O)C4CCCO4)cc3C2)c(C)n1 (stereo not given),4.5%,0.0,16,-2,-5,-4%,-1,2,-1
CCOC(=O)N1CCN(C(c2ccc(Cl)cc2)c2sc3nc(C)nn3c2O)CC1 (stereo not given),-0.1%,-1.4,-11,-3,-13,-5%,4,1,4
Cc1csc(NC(=O)CSc2nnc(-c3ccncc3)n2C)n1,1.0%,0.9,-8,-4,2,-5%,-5,2,-4
O=C(CSc1ncn[nH]1)Nc1cccc(S(=O)(=O)N2CCCCCC2)c1,6.5%,-0.8,6,-6,-36*,-17%,11,9,7
COC(=O)c1ccc(COc2ccc(/C=C/C(=O)c3ccc(OC)c(CSCC(=O)O)c3)cc2OC)cc1,3.0%,-0.7,-4,3,-3,3%,25,9,-14
Cc1ccccc1C(=O)Nc1nnc(S(=O)(=O)N(C)Cc2ccco2)s1,4.6%,0.6,-4,8,-7,-10%,-6,13,-3
CCCCOc1ccc(S(=O)(=O)n2nc(C)c(S(=O)(=O)N3CCCCCC3)c2C)cc1,0.7%,0.3,1,0,2,-14%,-9,1,x
CC1CCCN(C(=O)COC(=O)C2CCN(S(=O)(=O)c3ccc4c(c3)OCCO4)CC2)C1 (stereo not given),0.0%,-0.4,-2,-1,1,x,-4,6,-1
Cn1cccc1Cc1nnc(SCC(=O)N2CCOCC2)n1CCc1ccccc1,1.7%,0.7,21,0,6,-11%,8,0,4
